# Screening data deposited in PubChem by several laboratories.
# LMPTP inh: LMPTP (human) inhibition; P24666; recombinant LMPTP-A, OMFP fluorogenic substrate, fluorescence intensity; inhibition, % at 20 µM; 0.22% of 360,000 active; AID 651560;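 active = compounds that cut the enzyme signal by at least half of the control window in the single-dose screen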;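 also: plate controls were DMSO wells with enzyme plus substrate for no effect and substrate without enzyme for full effect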
#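 test system = LMPTP-A | amount = 0.625 nM LMPTP-A final | reagent = fluorogenic phosphatase substrate OMFP at 400 µM final | incubation = 50 min at room temperature | benchmarks = no-enzyme low control, uninhibited high control | medium = Bis-Tris pH 6.0, DTT, detergent | signal = fluorescence intensity of OMFP turnover product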
# MsrA inhibitor: inhibitors of bovine MsrA. purified bovine MsrA, absorbance read-out. 0.75% of 360,000 active. inhibition, % at 15.5 µM; in the data active = inhibition above about 4.5%;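 also: 0% = vehicle wells with enzyme and 100% = reference inhibitor wells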
# SUMO1 PPI mod: alters human SUMO1 binding to SIM partners | SUMO1 binding to a labelled peptide, TR-FRET, 1 h | inhibition, % at 20 µM | 0.33% of 360,000 active | P63165; in the data active = inhibition above about 37%
# Target sequence (P63165 whole entry, looked up): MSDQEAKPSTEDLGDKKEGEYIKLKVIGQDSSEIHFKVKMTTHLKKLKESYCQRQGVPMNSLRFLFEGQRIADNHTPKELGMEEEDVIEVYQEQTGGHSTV
# STEP block: inhibitors of human striatal-enriched phosphatase STEP. P54829. recombinant STEP, OMFP fluorogenic substrate, fluorescence. inhibition, % at 20 µM. 0.25% of 360,000 active. AID 588621;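 active = inhibition at 20 µM, scaled per plate between control wells, above about 37%, limit read from the data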;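 also: 0% = DMSO with enzyme and substrate and 100% = substrate only without enzyme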
#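 Test system: STEP tyrosine phosphatase / Reagent: OMFP at 25 µM / Doses: 20 µM, 1% DMSO / Read-out: percent inhibition scaled to no-enzyme and uninhibited-enzyme controls, plate-pattern corrected / Detection: FITC-channel fluorescence of OMFP product / Medium: Bis-Tris buffer pH 6.0, 2.5 mM DTT, 0.005% Tween 20 / Schedule: 20 min at room temperature, dark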
# NRP1-CendR mod: alters CendR peptide binding to human NRP-1; FAM-RPARPAR peptide binding to NRP-1, fluorescence polarization; 0.85% of 360,000 active; inhibition, % at 25 µM; O14786;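 active = inhibition or corrected inhibition above about 18%, plus a signal ratio from 0.5 to 1.5, limit read from the data, passing the limit was not always enough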; also: strong numbers were not always called active
# Target sequence (O14786 whole entry, looked up): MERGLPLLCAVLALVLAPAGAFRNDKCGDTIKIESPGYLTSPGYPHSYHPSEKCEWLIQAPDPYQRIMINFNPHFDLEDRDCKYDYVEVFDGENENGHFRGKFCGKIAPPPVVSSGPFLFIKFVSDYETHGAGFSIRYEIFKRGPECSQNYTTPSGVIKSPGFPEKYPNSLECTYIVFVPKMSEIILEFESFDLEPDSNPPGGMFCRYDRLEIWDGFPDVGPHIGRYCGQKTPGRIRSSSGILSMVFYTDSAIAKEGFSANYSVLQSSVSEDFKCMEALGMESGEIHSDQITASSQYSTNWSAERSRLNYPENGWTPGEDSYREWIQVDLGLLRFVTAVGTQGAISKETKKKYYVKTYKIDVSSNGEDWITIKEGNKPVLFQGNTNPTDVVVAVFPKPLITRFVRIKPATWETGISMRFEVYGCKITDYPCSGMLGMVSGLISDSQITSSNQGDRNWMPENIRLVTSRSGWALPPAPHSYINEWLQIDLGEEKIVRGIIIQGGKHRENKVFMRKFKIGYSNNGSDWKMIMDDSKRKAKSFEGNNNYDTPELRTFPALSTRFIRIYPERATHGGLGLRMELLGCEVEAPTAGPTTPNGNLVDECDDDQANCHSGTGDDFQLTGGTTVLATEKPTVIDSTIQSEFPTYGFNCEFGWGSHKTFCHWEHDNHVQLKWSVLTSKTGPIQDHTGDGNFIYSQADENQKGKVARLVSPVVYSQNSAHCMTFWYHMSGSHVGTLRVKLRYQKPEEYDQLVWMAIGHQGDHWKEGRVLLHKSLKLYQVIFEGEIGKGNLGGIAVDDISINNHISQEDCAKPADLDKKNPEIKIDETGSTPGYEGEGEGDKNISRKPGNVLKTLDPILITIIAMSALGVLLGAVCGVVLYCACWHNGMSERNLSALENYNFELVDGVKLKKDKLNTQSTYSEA
# MsrA act: bovine methionine sulfoxide reductase A activation. AID 602163. 0.3% of 360,000 active. activation, % at 10.6 µM. purified bovine MsrA, absorbance read-out; in the data active = activation above about 7.5%;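 also: 0% = vehicle and 100% = reference activator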
# E coli Lon inh: E. coli protease La inhibition. P0A9M0. purified E. coli Lon protease, fluorescence polarization. inhibition, % at 7.94 µM. 0.42% of 360,000 active; in the data active = inhibition above about 13%, passing the limit was not always enough;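 also: 0% = enzyme with probe and DMSO and 100% = no enzyme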
# Scp1 inh: inhibitors of human Scp-1 phosphatase; 0.88% of 340,000 active; Recombinant Scp1, phosphopeptide, malachite green phosphate absorbance; Q9GZU7; inhibition, % at 20 µM;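 active = inhibition above about 50% at 20 µM, limit read from the data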;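 also: plate controls were DMSO wells with enzyme for no effect and wells lacking enzyme for full effect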
#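 System: SCP-1 catalytic domain; Reagent: Phospho 17-mer peptide substrate; Doses: one concentration, 20 µM, with 1.0% DMSO; Incubation: 45 min room-temperature reaction, 5 min colour, 30 min stabiliser; Signal: Phosphate-binding colour reagent, absorbance read at 630 nm.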
# Tb MetRS inh: blocks T. brucei methionyl-tRNA synthetase activity; purified T. brucei MetRS, ATP depletion, Kinase-Glo luminescence; inhibition, % at 11.9 µM; 0.4% of 360,000 active;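 active = inhibition above a per-plate cutoff of the control wells' mean inhibition plus 3 SD, cut at about 5.5% in these data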;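 also: 0% = DMSO wells median and 100% = median of wells with control inhibitor compound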
#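 Material – parasite MetRS enzyme · Medium – HEPES-MgCl2-KCl buffer plus DTT, spermine, BSA, pyrophosphatase · Reagent – ATP, methionine and E. coli bulk tRNA substrates · Times – 15 min enzyme-compound preincubation, 2 h reaction, 10 min detection, 25 °C · Measured by – luminescence of leftover ATP · Evaluation – percent inhibition relative to median high and low control wells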
# DNMT1 block: blocks human DNA methyltransferase DNMT1; P26358; inhibition (reported as % activation of signal), % at 10 µM; DNMT1 molecular beacon, Hinp1I cleavage, fluorescence; 0.83% of 360,000 active; in the data active = inhibition above about 50%
# Numbers without * were called inactive; · = not tested or not shown.
SMILES,LMPTP inh,MsrA inhibitor,SUMO1 PPI mod,STEP block,NRP1-CendR mod,MsrA act,E coli Lon inh,Scp1 inh,Tb MetRS inh,DNMT1 block
Cc1cc(NC(=O)NC(C)(C(F)(F)F)C(F)(F)F)no1,-2.2,1.2,-1,-2,-28,1,1,-11,-0.1,0
Cc1ccc(C)c(-c2csc(N)c2C(=O)OC(C)C)c1,3.0,-1.1,3,6,1,-4,-6,-17,-1.0,0
N#CCCN(C(=O)COC(=O)c1cccc(S(=O)(=O)Nc2ccc([N+](=O)[O-])cc2)c1)c1ccccc1,0.6,0.8,-3,1,-20,-9,-8,-10,-0.7,1
CCCCCCCN1C/C=C\C(c2ccc(OC)cc2)N(Cc2ccc(F)cc2)C(=O)[C@H]1Cc1ccccc1 (some centres undefined),2.3,·,3,4,-1,0,-2,24,0.5,12
CCOc1cc(CO)cc(Br)c1OCC(=O)Nc1ccccc1C,-0.5,-0.1,3,2,-3,-3,-1,-4,-0.7,-1
Cc1cc(=O)oc(C)c1C(=O)NCC(C)C,-0.1,-0.6,0,0,1,0,-11,-4,-0.4,0
CCCn1c(SCC(=O)N2CCCCC2)nc2c1c(=O)n(C)c(=O)n2C,-0.8,-0.1,0,-4,11,-6,3,-1,-0.7,2
Cc1cc(Oc2ccccc2)nc(N2CCOCC2)n1,-0.5,-1.2,-5,0,-10,-7,-7,0,-1.0,4
CCOCCCn1c(SCC(=O)N2CCOCC2)nc2ccccc2c1=O,0.3,0.1,-6,-1,-5,-1,-9,-4,0.3,1
CC(=O)c1ccc(N2CCN(C(=O)Nc3cccc(F)c3)CC2)cc1,-0.1,2.5,1,-4,0,-13,1,6,-0.8,6
O=C(COC(=O)c1ccccc1Cl)NC(=O)NCc1ccccc1,-0.5,1.7,3,2,10,-2,3,-8,-0.1,2
O=C(O)c1ccc2cccc(Cl)c2c1O,-1.2,1.0,-8,6,2,-2,-1,-14,-0.8,-11
CCN(CC)C(=O)Oc1ccc(Cl)c2ccccc12,1.7,-0.8,-12,2,13,-4,-3,-12,-1.1,0
CSCCC(NC(=O)c1ccccc1)C(=O)Nc1ccncc1 (centres undefined),-0.2,-0.6,0,3,-3,-6,0,3,-0.2,2
CCN1C(=O)N(C)[C@@H](c2ccccc2)C(C(C)=O)=C1C,-0.3,-0.5,0,-3,-1,-1,11,-5,-0.2,2
CSc1ccc(CN(C)C(=O)c2cc(Cl)c3c(c2)OCCO3)cc1,0.6,-1.4,-5,-1,4,-3,-3,-5,0.7,-1
Cc1ccc(-c2csc(NC(=O)C3=COCCO3)n2)cc1C,1.9,-0.2,-2,0,-8,-3,-3,·,-0.5,-7
COc1ccccc1CNS(=O)(=O)c1ccc2c(c1)CC(C)N2C(=O)C1CCC1 (centres undefined),0.1,0.6,4,-1,13,-2,2,-5,1.2,1
COc1ccc(NC(=O)COc2ccccc2Cc2ccccc2)cc1S(=O)(=O)N1CCOCC1,0.8,0.4,-2,1,-3,3,-8,-1,-0.3,-7
C[C@H](CO)N1C[C@H](C)[C@@H](CN(C)C(=O)c2ccccn2)Oc2cc(Br)ccc2S1(=O)=O,-1.9,1.0,1,-1,11,-3,1,·,-0.8,5
CCN(CC)c1ccc(C=NN2CCCCCC2)cc1,1.7,3.6,-10,2,-8,-3,-3,-13,-0.1,-3
COc1ccc(CNC(=O)Nc2cc(C)cc(C)c2)cc1,-1.5,2.0,-10,0,-16,-5,-4,-2,-0.5,0
CC(C)c1ccc(OCC(=O)NC2=NCCS2)cc1,-1.3,0.1,4,1,-3,-7,8,-3,-0.8,0
CC1CC2C3CCC4=CC(=O)CCC4(C)C3CCC2(C)C1(O)C(=O)CO (centres undefined),-0.8,2.0,-6,-3,-5,-3,-2,59*,0.1,12
Cc1cc(Br)ccc1OCCOCCN1CCCC1,-8.5,-0.2,-6,-3,16,-3,-8,-3,0.4,2
O=C(Nc1ccc(Br)cc1)c1cnccn1,-0.8,0.6,2,-2,-22,-1,1,-2,0.1,-3
COC(=O)c1csc2c(C(F)(F)F)cc(N3CCN(C(=O)Nc4ccccc4)CC3)nc12,1.3,-0.3,1,0,-3,-1,-7,-5,-0.8,6
Cc1ccc(C(C)C)cc1OCC(=O)Nc1nnc(C2CC2)s1,0.9,0.5,6,-1,3,-3,-11,-10,-0.2,6
COC(=O)C1(O)CC(CC(C)C)=NN1C(=O)c1ccccc1 (centres undefined),-1.3,0.2,-2,7,-6,3,-9,4,0.2,0
O=C(NCC1CCCO1)NC1(C(F)(F)F)Oc2ccccc2O1 (centres undefined),1.8,-1.2,0,0,4,-7,3,-3,-0.9,0
CCc1noc(C)c1C(=O)N1CCN(c2ccc([N+](=O)[O-])cc2)CC1,6.5,2.5,-32,-2,4,-2,-9,·,0.4,0
O=S(=O)(c1ccc(Br)cc1)c1nc(-c2ccccc2)oc1NCc1cccnc1,0.5,0.2,1,1,11,-9,2,12,-0.9,-5
COc1ccccc1CNC(=O)COC(=O)c1c(C)nn(-c2ccccc2)c1Cl,0.5,0.7,5,7,2,-5,5,-5,0.8,0
O=C(COC(=O)c1cc(Br)ccc1Cl)NC(=O)NCc1ccccc1,-0.5,0.1,7,-1,3,-2,-6,-7,-0.4,1
CC(=O)c1cccc(NC(=O)C(C)OC(=O)CCc2nc3ccccc3c(=O)[nH]2)c1 (centres undefined),-2.9,1.7,-1,0,13,-1,1,0,0.9,1
CN(C(=O)c1cccc(NC(=O)Cc2ccc(NC(=O)C3CCCN(C(=O)C4CCCCC4)C3)cc2)c1)C1CCCCC1 (centres undefined),1.0,-0.1,2,-1,3,-8,-10,8,0.2,-6
Cc1ccc(S(=O)(=O)N/N=C2/CC(=O)CC(C)(C)C2)cc1[N+](=O)[O-],-1.5,1.2,-6,-1,-4,-2,-4,-2,0.5,-4
Cc1c(C(=O)N2CCCCC2)c(S(=O)(=O)NCc2ccccc2Cl)c(C)n1C,-1.7,-0.2,2,-2,-11,-1,-1,-11,0.0,-2
COCCCNC(=O)CSc1nc2ccccc2c(=O)n1CCCN1CCCCC1,1.0,-0.9,-2,0,1,-2,1,-8,-1.1,5
O=C(c1ncn[nH]1)N1CCN(c2nc(-c3ccccc3)cs2)CC1,4.4,-0.4,15,0,1,0,-2,56*,0.0,21
CC(=O)c1ccc(S(=O)(=O)Nc2cccc(-c3cn4c(n3)SCC4)c2)cc1,-1.3,-1.2,7,-1,10,-4,0,-1,-1.2,-4
CC(=O)Nc1cccc(C(=O)NC2CCCc3c2cnn3-c2ccc(C(C)(C)C)cc2)c1 (centres undefined),4.5,-0.2,2,0,8,0,2,-6,-0.1,-2
Cc1ccc(CNC(=O)CN2CCCC(C)C2)cc1 (centres undefined),-1.0,-0.3,-3,-3,7,-1,10,-2,-0.1,-1
CCC(NC(=O)NNC(N)=S)(C(F)(F)F)C(F)(F)F,-2.5,-0.9,4,-2,4,-3,-3,0,0.4,1
CN(C(=O)CSc1nnc(Cc2cccs2)n1C1CC1)C1CCS(=O)(=O)C1 (centres undefined),-0.1,-0.6,-1,1,0,-7,-3,0,-0.3,1
c1ccc(N=C(c2cccs2)N2CCOCC2)cc1,1.0,-1.4,3,-1,-8,-5,-2,-7,-0.7,1
Cc1cccc(/C=N/NC(=O)NC23CC4CC(CC(C4)C2)C3)n1,-1.4,-0.4,0,1,5,2,4,5,0.3,5
CCOc1ccc(N(CC(=O)NC2CCC(C)CC2)S(=O)(=O)c2c(C)noc2C)cc1 (centres undefined),0.1,0.1,-9,2,6,-9,5,-3,-0.4,4
O=C(NCc1ccccc1)C1=C[C@@H](c2ccc3c(c2)OCO3)C[C@@H](OCCCCO)O1,1.5,1.2,-2,1,-2,-3,-25,-4,0.3,0
COC(=O)c1[nH]c2ccccc2c1NC(=O)c1ccccc1F,0.0,0.1,-5,0,3,1,-2,-1,-0.1,4

# Additional entries:
SMILES,LMPTP inh,MsrA inhibitor,SUMO1 PPI mod,STEP block,NRP1-CendR mod,MsrA act,E coli Lon inh,Scp1 inh,Tb MetRS inh,DNMT1 block
COc1cc(CN2CCN(Cc3ccc(SC)cc3)CC2)cc(OC)c1O,-1.0,-0.3,0,-1,23*,-5,4,-7,0.5,-1
COc1cc(/C=N/NS(=O)(=O)c2ccc3ccccc3c2)ccc1OCc1ccc(C(=O)O)cc1,4.4,1.6,-10,0,-33,-2,-6,35,-0.5,-4
O=C(Nc1ccccc1)c1[nH]ncc1[N+](=O)[O-],-0.8,3.8,-10,-1,13,-3,-4,-15,-0.1,-4
Cc1ccc(S(=O)(=O)NCCc2c[nH]c3ccccc23)cc1,2.0,-1.1,5,8,11,-5,0,-7,0.1,-2
C/C(=N\Nc1ccc(C(F)(F)F)cc1[N+](=O)[O-])C1CC1,0.5,9.2*,-22,1,9,-3,3,-2,0.3,2
COc1ccc(N(CC(=O)N2CCN(Cc3ccccc3)CC2)S(C)(=O)=O)cc1Cl,-0.9,-0.5,-1,-2,-11,-9,-10,1,-1.6,3
Cc1ccc(NC(=O)c2cncc(Br)c2)cc1S(=O)(=O)N(C)C,-0.5,0.1,-1,-5,-13,1,-2,-2,-0.2,2
CC1CCC/C(=N\NS(=O)(=O)c2ccccc2)C1 (centres undefined),0.0,-0.7,-5,-2,-1,-2,5,-5,0.8,-2
CC(=O)O[C@H]1C(=O)[C@@]2(C)C([C@H](OC(=O)c3ccccc3)[C@]3(O)C[C@H](OC(=O)[C@H](O)[C@@H](NC(=O)c4ccccc4)c4ccccc4)C(C)=C1C3(C)C)[C@]1(OC(C)=O)CO[C@@H]1C[C@H]2O (some centres undefined),1.8,-0.9,2,-5,1,0,-5,-4,0.2,-11
Cc1ccn2c(=O)nc(SCC(=O)NCc3ccc(F)cc3)nc2c1,4.5,0.9,6,0,-19,-11,-8,16,-0.4,-6

# An excerpt of these results, with tabs.
mol	LMPTP inh	MsrA inhibitor	SUMO1 PPI mod	STEP block	NRP1-CendR mod	MsrA act	E coli Lon inh	Scp1 inh	Tb MetRS inh	DNMT1 block
O=C(Nc1ccccc1)c1[nH]ncc1[N+](=O)[O-]	-0.8	3.8	-10	-1	13	-3	-4	-15	-0.1	-4
CC1CCC/C(=N\NS(=O)(=O)c2ccccc2)C1 (centres undefined)	0.0	-0.7	-5	-2	-1	-2	5	-5	0.8	-2
COc1ccc(N(CC(=O)N2CCN(Cc3ccccc3)CC2)S(C)(=O)=O)cc1Cl	-0.9	-0.5	-1	-2	-11	-9	-10	1	-1.6	3
Cc1ccc(S(=O)(=O)NCCc2c[nH]c3ccccc23)cc1	2.0	-1.1	5	8	11	-5	0	-7	0.1	-2
